# HIF act: HIF pathway transcriptional activation; activation, % at 7.5 µM (by protocol); U2OS HRE-luciferase reporter, luminescence; normalized: DMSO 0%, desferrioxamine 100%; actives 0.32% (n = 300,000);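 active means mean activation of at least 10% of the iron chelator positive control signal, with at least half of replicates also reaching 10%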
# TRPC4 act: TRPC4 (mouse) channel activation | B-score at 10 µM | HEK293 TRPC4beta/mu-opioid, Fluo4 calcium fluorescence; stronger effect = higher value | AID 2237 | actives 0.49% (n = 310,000);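 active means B-score above 5 SD of library B-scores, and initial fluorescence ratio not above library mean plus 5 SD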;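 further: positive B-score marks a calcium rise read as TRPC4 activation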
# Target sequence (Q9QUQ5 whole entry, looked up): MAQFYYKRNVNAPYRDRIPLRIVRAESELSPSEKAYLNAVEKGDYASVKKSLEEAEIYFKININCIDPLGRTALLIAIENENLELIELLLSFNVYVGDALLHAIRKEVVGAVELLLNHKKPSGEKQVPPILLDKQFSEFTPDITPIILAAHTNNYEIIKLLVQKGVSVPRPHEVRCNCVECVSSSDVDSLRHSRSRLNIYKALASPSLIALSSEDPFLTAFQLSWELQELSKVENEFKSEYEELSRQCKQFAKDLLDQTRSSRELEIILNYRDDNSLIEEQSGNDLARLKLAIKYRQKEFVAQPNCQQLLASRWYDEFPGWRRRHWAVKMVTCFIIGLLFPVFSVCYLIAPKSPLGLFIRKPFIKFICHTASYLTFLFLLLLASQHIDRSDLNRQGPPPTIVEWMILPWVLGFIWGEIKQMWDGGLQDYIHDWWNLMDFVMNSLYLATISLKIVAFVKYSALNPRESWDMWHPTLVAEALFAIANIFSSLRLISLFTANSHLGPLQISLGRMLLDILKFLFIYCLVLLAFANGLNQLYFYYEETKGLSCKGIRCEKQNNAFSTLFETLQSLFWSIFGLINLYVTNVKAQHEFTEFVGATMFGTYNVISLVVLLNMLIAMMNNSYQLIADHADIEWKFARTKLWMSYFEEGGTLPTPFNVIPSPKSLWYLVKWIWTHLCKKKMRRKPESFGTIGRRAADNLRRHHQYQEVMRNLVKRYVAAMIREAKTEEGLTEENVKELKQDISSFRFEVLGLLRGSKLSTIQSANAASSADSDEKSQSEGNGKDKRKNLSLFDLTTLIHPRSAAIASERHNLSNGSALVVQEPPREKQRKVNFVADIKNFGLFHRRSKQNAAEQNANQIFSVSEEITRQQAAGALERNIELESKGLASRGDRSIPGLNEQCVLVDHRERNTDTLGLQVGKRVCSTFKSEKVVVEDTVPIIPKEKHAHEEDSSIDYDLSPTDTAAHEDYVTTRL
#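 Assay system: HEK293 stable line with TRPC4beta plus mu-opioid receptor. Times: dye 45 min RT, read 110 s. Measured by: kinetic Fluo4 calcium fluorescence. Measure: B score of integrated ratio. Controls: assay buffer as low control, maximal DAMGO as high control.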
# TRPC6 act: mouse TRPC6 channel activation; HEK293-TRPC6 membrane potential dye fluorescence; stronger effect = higher value; AID 2550; B-score at 10 µM; actives 0.13% (n = 310,000); Q61143;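 active means B-score of the integrated fluorescence ratio above library mean plus 3 SD, and starting fluorescence ratio within library mean plus 5 SD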;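 further: higher score means more depolarization so channel activation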
# MrgX1 ag: agonists of human MrgX1 receptor; Q96LB2; MrgX1-HEK293 cells, Fluo-4 calcium fluorescence, agonist mode; stronger effect = higher value; B-score at 10 µM; actives 0.44% (n = 310,000); AID 588627;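 active means calcium response B-score plate-corrected fluorescence ratio at least 3 library SD, with starting fluorescence B-score inside 5 SD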
#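 Assay system: stable human MrgX1 HEK293 cell line. Quantity: 15,000 cells per well. Schedule: cells plated overnight, dye loaded 0.5 h 37 °C, 0.5 h room temperature. Detection: Fluo-4 NW calcium-flux fluorescence, kinetic read. Read-out basis: peak-minus-minimum fluorescence over baseline, converted to B scores. Control set: positive and negative control wells on each plate.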
# TRPC6 inh: blocks the mouse TRPC6 cation channel. HEK293-TRPC6, membrane potential dye, ACh-evoked depolarization; stronger effect = lower value. B-score at 10 µM. actives 1.1% (n = 310,000). AID 2553;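 active means B-score under library mean minus 3 SD, initial fluorescence not abnormally high, positive integrated signal ratio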;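 further: B-score derived from integrated fluorescence ratio over the kinetic read; more negative B-score means stronger inhibition of depolarization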
# PolyA inhibitor: blocks polyadenylation in yeast reporter cells; S. cerevisiae SKY197-pL101 polyadenylation reporter, beta-gal luminescence; efflux-impaired pdr1/pdr3 knockout yeast; score 100 = 6 SD above DMSO; calls only at 12 µM; actives 0.02% (n = 300,000); AID 1875;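 active means lowest replicate activity score at least 50, where 100 means six control SD above control mean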;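 further: yeast exposed to compound for 9 h at 30 °C; higher score means more reporter readthrough which indicates perturbed polyadenylation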
# TRPC4 potent: TRPC4 (mouse) allosteric potentiation | AID 2227 | actives 0.42% (n = 310,000) | Q9QUQ5 | HEK293 TRPC4beta/mu-opioid, DAMGO EC20, Fluo-4 Ca2+ flux; stronger effect = higher value | B-score at 10 µM;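 active means B-score of calcium response area above 5 SD of library B-scores, with initial fluorescence ratio within 5 SD of library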;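 further: B-score of integrated fluorescence ratio over time as area under calcium response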
# TRPC4 block: TRPC4 (mouse) channel inhibition. actives 0.39% (n = 300,000). Q9QUQ5. AID 2247. HEK293 TRPC4beta/mu-opioid, DAMGO-evoked Fluo4 calcium flux; stronger effect = lower value. B-score at 10 µM;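 active means B-score over 3 SD under the library average, no early fluorescence shift, positive overall ratio signal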
#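 System: stable TRPC4beta/mu-opioid receptor HEK293 cells; Dosing: single-point compound dosing; Measured by: Fluo4 Ca2+ flux fluorescence; Read-out basis: per-well B score of integrated baseline-normalized Fluo4 ratio.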
# MrgX1 antag: blocks BAM8-22 activation of human MrgX1 receptor; Q96LB2; MRGX1-HEK293 calcium flux, Fluo-4, BAM8-22 antagonism; stronger effect = lower value; B-score at 10 µM; actives 1.3% (n = 310,000); AID 588676;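 active means calcium-response B-score plate-corrected more than 3 library SD below zero, starting fluorescence within 5 deviations, no agonist response on first addition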;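 further: peak minus trough fluorescence over baseline after final BAM8-22 challenge near maximal dose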
# AI-2 QS mod: Vibrio harveyi AI-2 quorum sensing modulation; actives 0.4% (n = 300,000); Vibrio harveyi JMH597 AI-2 luminescence/OD600 ratio, 9 h; stronger effect = lower value; strain lacks LuxN and CqsS sensors; 0 = neutral-control median; activity change, % at 7.5 µM; in the data active means activity change below about -75%, passing the limit was not always enough;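 further: luminescence divided by OD600 gain over 9 h not by final OD600 alone; inactives centre near 13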
# MrgX1 allo act: human MrgX1 positive allosteric modulation, primary screen. Q96LB2. MrgX1-HEK293, Fluo-4 calcium flux, FDSS; stronger effect = higher value. B-score at 10 µM. actives 0.63% (n = 310,000). AID 588675;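 active means plate-corrected calcium response at least 3 library SD above typical, normal starting fluorescence, not activating the receptor alone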;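 further: compound read alongside a low EC10 to EC30 dose of BAM8-22 agonist; peak minus trough fluorescence over baseline measured at the second addition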
# An asterisk follows results filed as active; i = inactive; · = not tested or not shown.
SMILES,HIF act,TRPC4 act,TRPC6 act,MrgX1 ag,TRPC6 inh,PolyA inhibitor,TRPC4 potent,TRPC4 block,MrgX1 antag,AI-2 QS mod,MrgX1 allo act
CCOC(=O)Nc1ccc2c(c1)Nc1ccccc1S2,-0.2,i,i,i,i,i,i,i,i,-1,i
COc1cccc(/C=N/NC(=O)Cn2cnc3c2c(=O)n(C)c(=O)n3C)c1OC,0.2,i,i,i,i,i,i,i,i,29,i
COc1ccc(C(C(=O)NCc2ccccc2)N(C(=O)c2snc(C(N)=O)c2N)c2ccccc2OC)cc1OC (stereo unspecified),0.1,i,i,i,i,i,i,i,i,12,i
CC1CN(C(=O)COC(=O)c2cc([N+](=O)[O-])ccc2Cl)CC(C)O1 (stereo unspecified),-0.6,i,i,i,i,i,i,i,i,13,i
Cc1nn(-c2cc(C)c3ccccc3n2)c2c1CCC2,1.5,i,i,i,-5.4*,i,i,i,i,-3,i
O=C(Nc1nonc1-c1ccc(F)cc1)c1ccco1,-0.3,i,i,i,i,i,i,i,i,15,i
Cc1ccc2c(c1)COc1c3ccc(C(=O)NCC4CC4)cc3nn1-2,3.9,i,i,i,i,i,i,·,i,12,i
CCOc1cccc(OCCOCCn2cnc3ccccc3c2=O)c1,0.5,i,i,i,i,i,i,i,i,-11,i
CCOc1ccc(C(=O)N2CCC3(CC2)NCCc2[nH]cnc23)cc1OCC,0.1,i,i,i,i,i,i,i,i,13,i
CCCOc1ccc2c(=O)c(N3C(=O)c4ccccc4C3=O)c(C)oc2c1,-0.3,i,i,i,i,i,i,i,i,11,i
COC(=O)c1c(C)[nH]c(C)c1-c1ccccc1,-0.2,i,i,i,i,i,i,i,i,13,i
COc1ccc(/C=N/OCc2ccc(Br)cc2)c(OC)c1,0.6,i,i,i,i,i,i,i,i,6,i
COc1ccc2nccc(C(N)=O)c2c1,0.3,i,i,i,i,i,i,i,i,14,i
O=C(CN1C(=O)C2CC=CCC2C1=O)NCC1COc2ccccc2O1 (stereo unspecified),-0.2,i,i,i,i,i,i,i,i,8,i
CCOC(=O)N1CCC(NS(=O)(=O)c2ccc3c(c2)C(C)(C)C(=O)N3C)CC1,-0.1,i,i,i,i,i,i,i,i,24,i
OC(CN1CCN(c2ccccc2)CC1)c1c[nH]c2ccccc12 (stereo unspecified),-0.2,i,i,i,i,i,i,i,i,27,i
CC(C)CNc1c(N)c(=O)oc2ccccc12,-0.2,i,i,i,i,i,i,i,i,8,i
CC(C)c1ccccc1OS(N)(=O)=O,-0.6,i,i,i,i,i,i,·,i,21,i
O=C(Nc1ccc(S(=O)(=O)N2CCCCC2)cc1)C1CCCCC1,0.1,i,i,i,i,i,i,i,i,·,i
Cc1cccn2c(=O)c3cc(C#N)c(=N)n(CCCN4CCOCC4)c3nc12,0.1,i,i,i,-8.6*,i,i,i,i,25,i
O=C(COC(=O)c1cccc2c1C(=O)c1ccccc1C2=O)NC1CCCCC1,0.1,i,i,i,i,i,i,i,i,13,i
O=C1N=c2ccc(Br)cc2=C1c1sc(=S)n(NS(=O)(=O)c2ccccc2)c1O,-0.2,i,i,i,i,i,i,i,i,28,i
CC(=O)Nc1nc(NC(=O)/C=C/c2ccccc2)n(-c2ccccc2)n1,10*,i,i,i,i,i,i,i,i,-33,i
C=CCNC(=S)NNC(=O)c1ccccc1,0.3,i,i,i,i,i,i,i,i,21,i
COc1ccccc1OCc1ccc(C(=O)NCc2cccnc2)o1,0.1,i,i,i,i,i,i,i,i,8,i
O=C(Cc1ccccc1)Nc1cc2c(cc1Cl)OCCCO2,4.6,i,i,i,i,i,i,i,i,-3,i
Cc1cc(C(=O)NCc2ccc(S(N)(=O)=O)cc2)c(C)o1,0.0,i,i,i,i,i,i,i,i,21,i
CCOC(=O)c1nnn(-c2nonc2-n2cccc2)c1-c1cccc([N+](=O)[O-])c1,0.4,i,i,i,i,i,i,i,i,-7,i
Cc1cc[n+](CC(=O)N2CCCc3ccccc32)cc1,-0.1,i,i,i,i,i,i,i,i,12,i
CC1=C(C(N)=O)C(c2cccnc2)n2nc(-c3cccc(Cl)c3)nc2N1 (stereo unspecified),-0.6,i,i,i,i,i,i,i,i,35,i
O=S(=O)(c1ccc(Br)s1)N1CCN(c2ccnc3cc(Cl)ccc23)CC1,-0.8,i,i,i,i,i,i,i,i,1,i
COc1ccc(CC(=O)Nc2nc(-c3cccnc3)cs2)cc1,0.3,i,i,i,i,i,i,i,i,4,i
CCOC(=O)c1c(CSc2ccc(C)cc2)oc2ccc(O)cc12,-0.1,i,i,i,i,i,i,i,i,9,i
CC(C)Oc1ccccc1OCCN(C)C,0.1,i,i,i,i,i,i,i,i,4,i
Cc1cc(NC(=O)CCNS(=O)(=O)c2cc(Br)cnc2N)ccc1Br,-0.6,i,i,i,i,i,i,i,i,24,i
Cc1cc(C(=O)OCC(=O)c2ccc(Br)s2)c(C)o1,1.5,i,i,i,i,i,i,i,i,-26,i
CCC12CN3CCN(CC(C3)/C1=N\NC(=O)c1ccc(C(C)(C)C)cc1)C2,-0.2,i,i,i,i,·,i,i,i,22,i
CC(C)OC(=O)/C(=C\c1cccc2ccccc12)NC(=O)c1ccccc1,0.4,i,i,i,i,i,i,i,i,15,i
CC(C)C(=O)NC(=S)Nc1ccccc1C(=O)Nc1ccccc1,-0.2,i,i,i,i,i,i,i,i,3,i
COc1ccc(S(=O)(=O)N(C)CC(=O)NCCC2=CCCCC2)cc1,-0.2,i,i,i,i,i,i,i,i,-5,i
CC1CN(C(=O)CCC(=O)NCCCN2C(C)CCCC2C)c2ccccc2O1 (stereo unspecified),-0.2,i,i,i,i,i,i,i,i,15,i
CC(C)CNC(=O)c1ccccc1NC(=O)Nc1ccccc1,0.7,i,i,i,i,i,i,i,i,46,i
O=c1c2ccccc2nc2n1CCN2Cc1ccc(Cl)cc1,-0.1,i,i,i,i,i,i,i,i,10,i
Cn1c(=O)c2c(nc(NCC3CCCC(CN)C3)n2Cc2ccc(Cl)cc2Cl)n(C)c1=O (stereo unspecified),6.7,i,i,i,i,i,i,i,i,12,i
COc1ccc(N2CC(C(=O)NCCS(=O)(=O)N3CCN(c4ccccc4)CC3)CC2=O)cc1 (stereo unspecified),0.1,i,i,i,i,i,i,i,i,8,i
Cn1nc(C(F)(F)F)c(-c2ccccc2)c1N,-0.3,i,i,i,i,i,i,i,i,19,i
CNC(=O)CSc1nc(SC)ns1,-0.4,i,i,i,i,i,i,i,i,8,i
CC(C)(C)NC(=O)C(c1ccncc1)N(C(=O)Cn1nnc(-c2ccc(F)cc2)n1)c1ccc(F)cc1 (stereo unspecified),-0.1,i,i,i,i,i,i,i,-5.6*,20,i
CCCCN(C)C(=O)c1cn(-c2cccc(OC)c2)c(=O)c2ccccc12,0.4,i,i,i,i,i,i,i,i,12,i
COc1ccccc1C1C=C(c2ccc(Cl)cc2)Nc2nc(NS(C)(=O)=O)nn21 (stereo unspecified),0.0,i,i,i,i,i,i,i,i,29,i
COc1cc(/C=C2/C(=O)NN(c3ccc(Cl)cc3)C2=O)cc(OC)c1O,-0.8,i,i,44*,i,i,i,i,i,21,i
CN(CCc1ccccn1)C(=O)c1cccnc1Oc1ccccc1,-0.1,i,i,i,i,i,i,i,i,7,i
C=CCN(C(=O)c1csnn1)C(C(=O)NC1CCCCC1)c1ccc(Cl)cc1 (stereo unspecified),-18,i,i,i,i,i,i,i,i,20,i
CC1CN(c2ccc([N+](=O)[O-])c(NCCOc3ccccc3)c2)CC(C)N1 (stereo unspecified),0.2,i,i,i,i,i,i,i,i,-5,i
O=C(CSc1nnc(-c2cccnc2)s1)Nc1cccc(C(=O)O)c1,0.0,i,i,i,i,i,i,i,i,28,i
O=C(NCCS(=O)(=O)N1CCCC1)c1ccccc1,-28,i,i,i,i,i,i,i,i,25,i
COC(=O)C(CC(C)C)NC(=O)/C=C/c1ccccc1Cl (stereo unspecified),0.1,i,i,i,i,i,i,i,i,25,i
COc1ccccc1OCCOC(=O)Nc1ccccc1,1.1,i,i,i,i,i,i,i,i,7,i
Oc1ccc(N=Nc2ccccc2-c2nn[nH]n2)c(O)c1,-0.4,i,i,i,i,i,i,i,i,0,i
Cn1nccc1C(=O)N1CCN(c2cccc(C(F)(F)F)c2)CC1,-0.2,i,i,i,i,i,i,i,i,-7,i

# One compound at a time (already shown). Order of values: HIF act	TRPC4 act	TRPC6 act	MrgX1 ag	TRPC6 inh	PolyA inhibitor	TRPC4 potent	TRPC4 block	MrgX1 antag	AI-2 QS mod	MrgX1 allo act
# Profile of O=C(CSc1nnc(-c2cccnc2)s1)Nc1cccc(C(=O)O)c1 = 0.0	i	i	i	i	i	i	i	i	28	i
# Profile of Cn1c(=O)c2c(nc(NCC3CCCC(CN)C3)n2Cc2ccc(Cl)cc2Cl)n(C)c1=O (stereo unspecified) = 6.7	i	i	i	i	i	i	i	i	12	i
# Profile of Cn1nccc1C(=O)N1CCN(c2cccc(C(F)(F)F)c2)CC1 = -0.2	i	i	i	i	i	i	i	i	-7	i

# The results go on.
SMILES,HIF act,TRPC4 act,TRPC6 act,MrgX1 ag,TRPC6 inh,PolyA inhibitor,TRPC4 potent,TRPC4 block,MrgX1 antag,AI-2 QS mod,MrgX1 allo act
COc1ccc(C(=O)NC2CCN(C(=O)Nc3ccc(F)cc3)CC2)cc1,-0.2,i,i,i,i,i,i,i,i,19,i
CC1CCCC(C(=O)O)N1C(=O)CCS (stereo unspecified),-0.9,i,i,i,i,i,i,i,i,6,i
CCC(=O)NS(=O)(=O)c1ccc(N=NN2CCCCC2)cc1,0.7,i,i,i,i,i,i,i,i,-1,i
CCCCCCCn1c(C)nnc1-c1cnn(C)c1N,1.8,i,i,i,i,i,i,i,i,1,i
CN(CC(=O)Nc1cccc(F)c1)C(=O)c1cc(S(=O)(=O)N2CCCCC2)ccc1N1CCOCC1,0.3,i,i,i,i,i,i,i,i,8,i
CCNS(=O)(=O)c1ccc(NC(=S)NCC2CCCO2)cc1 (stereo unspecified),-0.2,i,i,i,i,i,i,i,i,1,i
CN1CCN(c2ccc(C(=O)c3cn(-c4ccc(F)c(Cl)c4)nn3)cc2)CC1,1.0,i,i,i,i,i,i,i,i,22,i

# Screening results from PubChem.

# Only part of the results is shown (hit frequency here may not be typical).
